Source: PubChem (several laboratories)
CRFBP-R2 agonist = CRF-BP/CRF-R2 complex agonism | HEK293 CRF-R2/CRF-BP, calcium dye fluorescence (FLIPR); percent of saturating CRF peptide response | activation, % at 13.2 µM | hit rate 0.46% among 350,000;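 active = activation of at least 50%, plus an integration ratio under a set limit after plate pattern correction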;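 also: plate controls were neutral control wells without compound for no effect and CRF at EC100 for full effect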
GalR3 antag = blocks the human galanin receptor 3; O60755; HEK293 GalR3-CNG cAMP membrane potential fluorescence; galR3 body fused to GalR1 C-terminus; inhibition, % at 3 µM; hit rate 0.44% among 360,000; AID 651719;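 active = inhibition above the screen-wide average plus 3 SD, cut at about 13% in these data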;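 also: forskolin and galanin both at EC90 stimulate the cells; cAMP rise reported by CNG channel membrane potential dye signal; 0% = forskolin plus galanin with DMSO and 100% = forskolin alone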
Target sequence (O60755 1-299 limits assumed): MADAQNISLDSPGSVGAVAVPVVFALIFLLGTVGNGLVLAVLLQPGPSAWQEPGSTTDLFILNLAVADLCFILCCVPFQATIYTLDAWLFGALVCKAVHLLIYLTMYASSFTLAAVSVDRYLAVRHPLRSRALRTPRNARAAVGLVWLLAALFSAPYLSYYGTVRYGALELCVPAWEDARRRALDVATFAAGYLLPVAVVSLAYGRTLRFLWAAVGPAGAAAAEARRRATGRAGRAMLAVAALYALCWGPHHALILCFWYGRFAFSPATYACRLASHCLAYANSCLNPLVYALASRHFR
MEKK3 PB1 HTS = MEKK3-MEK5 PB1 interaction, increase or decrease. hit rate 1.4% among 290,000. binding response (% of control), % at 10 µM. bead-based flow cytometry, Alexa488-MEK5 binding to MEKK3; actives lie on both sides; 0 = blocked by unlabeled MEK5, 100 = vehicle;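 active = binding response more than 3 SD above or below the average of its plate-row segment, actives on both sides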;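 also: Alexa488 bead fluorescence after subtracting the streptavidin-only scavenger bead signal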
Target sequence (Q99759 whole entry, looked up): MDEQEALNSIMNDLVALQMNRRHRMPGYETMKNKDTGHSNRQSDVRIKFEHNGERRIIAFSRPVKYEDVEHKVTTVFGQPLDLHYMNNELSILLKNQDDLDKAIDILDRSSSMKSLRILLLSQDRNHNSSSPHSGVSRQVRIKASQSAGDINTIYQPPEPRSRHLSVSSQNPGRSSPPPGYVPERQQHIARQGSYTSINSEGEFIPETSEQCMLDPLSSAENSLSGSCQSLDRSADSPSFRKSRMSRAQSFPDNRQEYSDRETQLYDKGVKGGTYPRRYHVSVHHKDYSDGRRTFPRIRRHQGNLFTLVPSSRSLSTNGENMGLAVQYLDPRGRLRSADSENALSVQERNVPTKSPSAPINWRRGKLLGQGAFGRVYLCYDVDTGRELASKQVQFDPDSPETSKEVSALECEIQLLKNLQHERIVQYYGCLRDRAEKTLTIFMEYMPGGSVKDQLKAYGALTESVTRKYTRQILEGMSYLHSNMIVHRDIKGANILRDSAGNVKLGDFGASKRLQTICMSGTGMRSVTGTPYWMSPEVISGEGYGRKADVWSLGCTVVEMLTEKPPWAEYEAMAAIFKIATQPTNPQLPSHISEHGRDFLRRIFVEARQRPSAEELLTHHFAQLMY
MEKK2 WT-MEK5 = raises or lowers MEK5 binding to wildtype human MEKK2 PB1 domain | binding response (% of control), % at 10 µM | AID 1531 | Q9Y2U5 | bead flow cytometry, Alexa488-MEK5 binding to MEKK2 WT; actives lie on both sides | hit rate 1.1% among 290,000; in the data active = binding response below about 67% or above about 130%
CRFR2-BP antag = blocks CRF-induced signaling of the CRF-BP/CRF-R2 complex; HEK293 CRF-R2/CRF-BP, CRF-induced calcium fluorescence; hit rate 0.59% among 350,000; AID 588475; inhibition, % at 11.8 µM;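 active = inhibition of the ligand-induced calcium signal above about 50% at the single tested concentration, limit read from the data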
DNA FID counter = fluorescent intercalator displacement, NS3 helicase counter-screen; DNA fluorescent intercalator displacement, fluorescence; inhibition, % at 7.9 µM; hit rate 0.17% among 290,000; in the data active = inhibition above about 37%;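 also: 0% = vehicle and 100% = reference compound; higher means more ethidium bromide displaced from hairpin DNA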
NS3 helicase inh = inhibitors of Hepatitis C virus NS3 helicase. hit rate 0.56% among 290,000. NS3 helicase DNA unwinding, Cy5 molecular beacon fluorescence. inhibition, % at 10.9 µM;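 active = inhibition above the mean of all tested compounds plus 3 SD, set per campaign, cut at about 35% in these data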;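 also: 0% = DMSO wells and 100% = thioflavine S control wells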
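Assay system – hepatitis C virus NS3 helicase domain fragment enzyme · Buffer or medium – MOPS pH 6.5, MgCl2, DTT, Tween20, BSA · Reagent – Cy5/quencher beacon DNA duplex and ATP to start · Compound – single 10.9 µM dose · Timing – 1 h at 25 °C · Technique – Cy5 beacon fluorescence read at start and 1 h · Measure – % inhibition of unwinding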
SUMO HTRF inh = SUMOylation inhibition; P63279; HTRF SUMOylation assay, SAE1/SAE2 + UBC9, in vitro; inhibition, % at 35 µM; hit rate 0.36% among 290,000; in the data active = inhibition above about 50%, passing the limit was not always enough; also: strong numbers were not always called active
Target sequence (P63279 whole entry, looked up): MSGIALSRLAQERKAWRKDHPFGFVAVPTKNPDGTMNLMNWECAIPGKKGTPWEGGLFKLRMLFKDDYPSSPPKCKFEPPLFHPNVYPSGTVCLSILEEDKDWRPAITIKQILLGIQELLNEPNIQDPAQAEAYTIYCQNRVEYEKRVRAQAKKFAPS
MEKK2mut PB1 HTS = signal of MEK5 binding to mutant human MEKK2 PB1 domain. percent response, % at 10 µM. hit rate 0.35% among 290,000. bead flow cytometry, Alexa488-MEK5 binding to MEKK2 mutant; in the data active = percent response above about 24%, passing the limit was not always enough; also: inactives centre near 1; some results filed as inactive read as strong as hits; reference of the scale not given here
Numbers without * were called inactive; / = not tested or not shown. Only part of the results is shown; rates above refer to the full screens.

SMILES	CRFBP-R2 agonist	GalR3 antag	MEKK3 PB1 HTS	MEKK2 WT-MEK5	CRFR2-BP antag	DNA FID counter	NS3 helicase inh	SUMO HTRF inh	MEKK2mut PB1 HTS
Cc1nn(C)cc1CNC(=O)Nc1ccc(Cl)c(Cl)c1	-3.0	-3.5	105.0	106.0	27.0	-0.5	-4.5	-1.3	2.0
CC1CCCN(C(=O)Cn2nnc(-c3cccnc3)n2)C1 (stereo unspecified)	-2.2	-4.3	96.0	89.0	-8.0	-0.1	13.4	14.8	-6.0
COC(=O)c1ccccc1-c1ccc(/C=N/NC(N)=O)o1	2.0	-3.3	101.0	101.0	-7.1	-5.1	2.1	22.3	4.0
CC(C)OC(=O)Nc1ccc2c(c1)N(C(=O)CCN(C)C)c1ccccc1CC2	5.5	-8.2	107.0	115.0	11.4	5.1	-1.1	6.9	7.0
O=C(CN1CCN(c2ncccn2)CC1)N1CCCC1	-0.3	-7.3	95.0	87.0	10.5	2.9	-14.7	14.0	-7.0
O=C(COc1ccccc1O)Nc1ccccc1Cl	-2.3	-6.0	100.0	103.0	-0.5	-5.3	-5.9	24.1	1.0
O=C(O)c1ccc2c(c1)[C@@H]1C=CC[C@@H]1[C@H](c1ccccn1)N2	1.2	2.1	92.0	84.0	6.9	-20.3	59.4*	/	-6.0
CN(C)c1nc(N/N=C/c2ccccc2O)nc(Nc2ccc(F)cc2)n1	-0.9	-8.8	110.0	140.0*	-52.5	-6.3	-77.4	-19.3	23.0
N#CCCN(Cc1ccccc1)C(=O)c1nccnc1C(=O)O	-1.1	-6.0	99.0	103.0	0.1	4.3	0.6	-9.8	4.0
COCCn1c(SC(C(=O)Nc2cc(C)ccc2OC)c2ccccc2)nnc1-c1ccc(Cl)cc1 (stereo unspecified)	-1.0	2.0	90.0	90.0	-6.3	-27.0	-7.2	-22.1	-4.0
CC(C)CN1CCN(Cc2cnc(-c3ccc(Cl)cc3)nc2)CC1CCO (stereo unspecified)	0.9	-7.6	111.0	109.0	1.7	8.3	0.8	8.3	-5.0
Cc1ccc(C(C)NC(=O)c2ccncc2)cc1C (stereo unspecified)	3.1	-4.3	99.0	93.0	5.3	1.7	1.8	8.3	-5.0
CCCC(C(=O)NC1CCCC1)N(Cc1ccc(F)cc1)C(=O)c1snc(C(N)=O)c1N (stereo unspecified)	-0.9	-8.3	98.0	95.0	-17.4	-34.1	-0.9	11.0	-1.0
Cc1ccc(/C([O-])=C(/C(=S)NCc2ccccc2)[n+]2cccc(CO)c2)cc1[N+](=O)[O-]	0.5	-5.0	99.0	92.0	7.3	1.1	-7.0	27.4	-10.0
CCOC(=O)/C=C/COc1ccccc1[N+](=O)[O-]	-5.7	-7.2	97.0	91.0	-5.9	1.6	-8.7	18.0	-6.0
c1ccc(Cc2nnc(-c3ccccc3)o2)cc1	1.0	-8.6	95.0	92.0	23.1	-10.7	7.8	-2.9	-4.0
CCOc1ccc(NCc2cccn2-c2nnc(N3CCC(C(=O)NCCCN4CCCCC4C)CC3)s2)cc1 (stereo unspecified)	0.5	0.0	104.0	147.0*	1.9	26.2	-86.0	10.6	33.0*
CC(=O)/C(=N\Nc1ccc(Cl)cc1)Sc1nnc(-c2ccccc2)n1-c1ccccc1	-1.9	-1.2	104.0	103.0	-15.5	-6.1	-6.6	18.8	9.0
Cc1ccc(C(c2sc3nc(C)nn3c2O)N2CCN(c3ccccc3F)CC2)cc1 (stereo unspecified)	-0.9	-3.6	101.0	103.0	15.0	-6.8	-10.4	18.4	3.0
CN(C)S(=O)(=O)c1cc(NC(=O)c2cc(=O)[nH]c3ccccc23)ccc1Cl	/	/	99.0	100.0	/	-10.4	-3.5	6.0	0.0
O=C(NC1CCCCC1)c1ccc(CNc2ccccc2)o1	-3.9	-2.0	103.0	97.0	6.5	-6.3	-11.7	32.5	0.0
COC(=O)NC1c2ccccc2Oc2ccc(C)cc21 (stereo unspecified)	4.2	-11.2	105.0	107.0	-5.9	-11.6	-10.7	-1.8	4.0
C#CCOC(=O)c1ccccc1C(=O)O	1.0	-0.3	106.0	99.0	5.6	2.7	-1.5	22.9	-4.0
C=CCn1c(SC)nc2sc3c(c2c1=O)CCc1ccccc1-3	1.3	-0.1	106.0	103.0	-10.8	-2.2	9.4	-16.0	0.0
S=c1[nH]nc(Nc2ccccc2)s1	-0.3	-0.1	106.0	103.0	-10.8	3.1	6.9	1.0	3.0
SMILES	CRFBP-R2 agonist	GalR3 antag	MEKK3 PB1 HTS	MEKK2 WT-MEK5	CRFR2-BP antag	DNA FID counter	NS3 helicase inh	SUMO HTRF inh	MEKK2mut PB1 HTS
COc1ccc2oc(C(=O)N(C)CCOc3ccc(Cl)cc3)c(C)c2c1	0.1	-1.6	105.0	112.0	5.0	-26.3	-21.2	-1.4	6.0
Cc1ccccc1-n1ncc2c1CC(C)(C)CC2NC(=O)CCN1CCCCC1=O (stereo unspecified)	2.2	-2.8	101.0	107.0	5.2	-37.0	1.6	-5.7	5.0
CCCCN(CC)S(=O)(=O)c1ccc(C(=O)Nc2nnc(CSC)o2)cc1	-1.9	-1.0	93.0	91.0	-13.1	-46.3	25.0	20.9	0.0
O=c1c2c(nc3nc(NCc4ccccc4Cl)[nH]n13)CCC2	/	-4.8	96.0	97.0	/	6.9	4.8	4.7	-2.0
CN1CCC(OC(=O)c2cc3cc(Br)ccc3oc2=O)CC1	-1.1	-12.4	103.0	110.0	16.1	-1.1	19.6	-2.7	3.0
Cc1cccc(N2C(=O)N3[C@@H]4c5ccccc5OC[C@@H]4[C@@H](c4ccccc4)[C@@]3(C)C2=O)c1	3.3	-8.0	100.0	93.0	-14.4	-37.6	-12.9	9.5	-5.0
Cc1ccc(NC(=O)N(Cc2cccs2)Cc2cc3cc4c(cc3[nH]c2=O)OCO4)cc1	/	-4.7	130.0*	104.0	/	-2.2	10.5	-10.1	0.0
Cc1ncc(CO)c(/C=N/NC(=S)Nc2cccc(Cl)c2)c1O	5.7	/	101.0	93.0	-4.7	-1.4	18.8	11.7	-1.0
Cc1ccc(N2CCN(CC(O)COc3ccccc3)CC2)cc1 (stereo unspecified)	0.4	-3.9	107.0	106.0	-9.5	-2.4	0.8	-0.6	4.0
OC(CN1CCN(c2cccc(Cl)c2)CC1)c1ccc(F)cc1 (stereo unspecified)	-2.5	-12.3	99.0	104.0	-26.7	0.2	-2.3	-21.8	3.0
CCCCN(Cc1ccco1)C(=O)Cn1ncc2c(=O)oc3ccc(C)cc3c21	-4.8	/	92.0	95.0	-6.7	2.3	1.9	6.5	0.0
Cc1ccccc1S(=O)(=O)Cc1ccc(C(=O)NCCCN2CCC(C)CC2)o1	0.0	-4.8	98.0	102.0	-6.5	4.3	1.0	0.8	2.0
CCOC(=O)Cn1cc(-c2ccccc2)nn1	0.0	3.6	101.0	86.0	-0.9	3.8	8.6	2.1	-9.0
O=[N+]([O-])c1ccccc1S(=O)(=O)NCc1ccc(F)cc1	-1.2	-3.3	101.0	103.0	-10.8	4.7	-2.1	6.9	3.0
CC(CCc1ccccc1)NC(=O)C1CCCN(c2nnc(-n3cccc3)s2)C1 (stereo unspecified)	-0.9	2.3	101.0	106.0	5.2	-23.4	16.0	6.5	-1.0
Cc1n(Cc2ccccc2)c2cc([N+](=O)[O-])ccc2[n+]1Cc1ccccc1	0.5	-2.0	102.0	111.0	-9.9	21.2	-17.1	11.0	4.0
COc1cc(/C=N/NC(=O)c2cccnc2)ccc1OCC(=O)Nc1c(C)cc(C)cc1C	2.5	0.7	94.0	96.0	-21.8	-14.3	-3.2	23.6	-2.0
COc1ccc(OC)c(C2C(C(C)=O)=C(O)C(=O)N2c2ccc(F)cc2)c1 (stereo unspecified)	-0.1	-6.2	95.0	100.0	14.8	-9.6	11.7	28.1	0.0
O=C(CCCn1c(=O)[nH]c2cc(Cl)ccc2c1=O)N1CCN(c2ccc([N+](=O)[O-])cc2)CC1	3.0	-2.7	101.0	103.0	-15.0	0.3	-3.6	-1.6	2.0
O=C(NCc1ccc2c(c1)OCO2)C(=O)Nc1ccccc1	0.4	0.2	104.0	98.0	-3.1	-0.2	6.8	-4.2	1.0
Cc1onc(-c2c(Cl)cccc2Cl)c1/C(N)=N/OC(=O)C(C)(C)C	1.5	-3.1	103.0	103.0	-11.6	-7.7	-1.4	-20.1	6.0
Oc1cccc(/C=N/N2CCN(c3ccccn3)CC2)c1	-0.6	-2.5	94.0	95.0	14.3	-12.4	6.1	19.7	4.0
c1nc2nc3c(c(N4CCOCC4)n2n1)CCCC3	-1.2	-3.1	99.0	98.0	11.6	6.2	-7.6	-12.1	-1.0
O=C(SCC(O)C(O)CS)c1cccs1 (stereo unspecified)	-3.0	-0.3	84.0	77.0	8.1	/	/	-23.1	-2.0
Cc1cccc(Nc2ncnc3nc[nH]c23)c1C	0.7	3.8	106.0	106.0	0.8	-1.1	-2.6	14.9	8.0

Looked up by compound from the list above:
SMILES	CRFBP-R2 agonist	GalR3 antag	MEKK3 PB1 HTS	MEKK2 WT-MEK5	CRFR2-BP antag	DNA FID counter	NS3 helicase inh	SUMO HTRF inh	MEKK2mut PB1 HTS
COc1ccc2oc(C(=O)N(C)CCOc3ccc(Cl)cc3)c(C)c2c1	0.1	-1.6	105.0	112.0	5.0	-26.3	-21.2	-1.4	6.0
Cc1ccccc1S(=O)(=O)Cc1ccc(C(=O)NCCCN2CCC(C)CC2)o1	0.0	-4.8	98.0	102.0	-6.5	4.3	1.0	0.8	2.0
Cc1ccccc1-n1ncc2c1CC(C)(C)CC2NC(=O)CCN1CCCCC1=O (stereo unspecified)	2.2	-2.8	101.0	107.0	5.2	-37.0	1.6	-5.7	5.0

Next records follow.
SMILES	CRFBP-R2 agonist	GalR3 antag	MEKK3 PB1 HTS	MEKK2 WT-MEK5	CRFR2-BP antag	DNA FID counter	NS3 helicase inh	SUMO HTRF inh	MEKK2mut PB1 HTS
COc1ccc2c(COC(=O)CC3Sc4ccccc4NC3=O)cc(=O)oc2c1 (stereo unspecified)	1.5	-4.2	101.0	98.0	-39.9	-11.7	16.3	-3.7	-2.0
Cc1cccc(-n2ncc3c(NCc4cccs4)ncnc32)c1	-0.6	-1.4	91.0	93.0	-19.6	-0.6	-11.0	12.3	-8.0
CCCCCCC(=O)N(O)C1CC(=O)N(c2ccccc2)C1=O (stereo unspecified)	/	/	98.0	95.0	/	0.1	7.0	0.5	1.0
CC(=O)Nc1ccc(S(=O)(=O)Oc2ccc(/C=C3\SC(N)=NC3=O)cc2)cc1	1.3	-0.4	86.0	81.0	10.5	-2.3	-22.0	20.5	-13.0
COc1ccc2c(-c3ccccc3)cc(=O)[nH]c2c1	-0.5	-2.9	100.0	99.0	-8.1	-13.3	0.3	16.9	6.0
CC(C)(C)C(=O)Nc1sc2c(c1C#N)CCCCC2	-1.3	-2.2	92.0	96.0	-2.5	-9.3	5.2	3.6	0.0
Cc1ccc(CNC(=S)Nc2ccc(OC(F)F)cc2C)cc1	-2.0	6.5	99.0	97.0	30.9	0.3	-3.2	-8.0	6.0
O=C(c1ccc2c(c1)CCN2S(=O)(=O)c1ccccc1)N1CCN(c2ccccc2F)CC1	0.0	-4.9	102.0	102.0	7.1	-4.0	-5.7	4.8	1.0
COc1ccccc1N1CCN(CC(=O)Nc2ccc3c(c2)OCCO3)CC1	0.6	-2.5	98.0	100.0	-5.7	-4.4	-4.9	-3.0	-2.0
CC(O)CNc1nc2ccccc2n1CC(=O)NCC(F)(F)F (stereo unspecified)	-3.8	0.0	98.0	96.0	1.3	-12.0	1.1	9.0	-2.0
COc1ccc(C)cc1NC(=O)c1cccc(C(=O)Nc2cc(C)ccc2OC)c1	-0.8	-7.9	106.0	102.0	11.7	-28.9	-5.8	4.8	2.0
